HTRA1 inhibitor: blocks human HTRA1 serine peptidase; Q92743; recombinant HTRA1, FP-rhodamine activity-based probe, fluorescence polarization; inhibition, % at 5.96 µM; 0.5% of 340,000 active; in the data active means inhibition above about 36%;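 further: 0% = enzyme with DMSO and 100% = wells lacking enzyme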
mABHD4 FP: inhibitors of mouse ABHD4; Q8VD66; purified mABHD4, FP-Rh probe fluorescence polarization; inhibition, % at 8.92 µM; 0.54% of 370,000 active; AID 720543;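 active means inhibition exceeding the mean over every tested compound plus 3 SD, cut at about 30% in these data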;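 further: 0% = plate median of compound wells and 100% = S159A mutant with DMSO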
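Test system: mABHD4 protein; Read-out basis: % inhibition; Incubation: 45 min + 60 min at 25 °C; Repeats: single replicate; Technique: fluorescence polarization with parallel and perpendicular emission, 525/598 nm; Compound: 8.92 µM, single dose; Benchmarks: full inhibition S159A mutant plus DMSO, zero as sample-well median.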
LEDGF integ inh: blocks HIV-1 LEDGF/p75-dependent DNA integration; TR-FRET IN-LEDGF/p75 DNA integration, Eu/Cy5; inhibition, % at 3.7 µM; 0.64% of 370,000 active;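 active means inhibition above the screen-wide mean plus 3 SD, cut at about 13% in these data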;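 further: signal is the Cy5 over europium emission ratio at 671 and 618 nm; 0% = plate median of compound wells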
rCAG binder: binds r(CAG) RNA repeats. r(CAG) RNA repeat, TO-PRO-1 dye displacement fluorescence. inhibition, % at 3 µM. 1.3% of 370,000 active;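 active means inhibition above the plate cutoff, the mean of all test compounds on that plate plus 3 SD, cut at about 35% in these data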;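 further: 0% = DMSO alone and 100% = 100 µM mitoxantrone as full dye displacement; higher means more dye released from RNA so lower well fluorescence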
MBD2 DNA inh: blocks human MBD2 binding to methylated DNA; Q9UBB5; TR-FRET, MBD2 binding to methylated oligonucleotide; inhibition, % at 4.4 µM; 0.31% of 370,000 active; AID 686964; in the data active means inhibition above about 13%
PRMT1 inh: inhibitors of human PRMT1 | 1.3% of 370,000 active | recombinant PRMT1, activity-based probe fluorescence polarization | Q99873 | inhibition, % at 2.79 µM;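 active means inhibition above about 21% made by adding two undisclosed values, limit read from the data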
GC-B act: GC-B (human) receptor activation. P20594. HEK293-GC-B cells, CNP EC30, cGMP TR-FRET; 0% at EC30 CNP, 100% saturating CNP. activation, % at 10 µM. 0.11% of 370,000 active. AID 1920062;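 active means activation at 10 µM reaching about 35% in either raw or pattern-adjusted values, limit read from the data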
Target sequence (P20594 whole entry, looked up): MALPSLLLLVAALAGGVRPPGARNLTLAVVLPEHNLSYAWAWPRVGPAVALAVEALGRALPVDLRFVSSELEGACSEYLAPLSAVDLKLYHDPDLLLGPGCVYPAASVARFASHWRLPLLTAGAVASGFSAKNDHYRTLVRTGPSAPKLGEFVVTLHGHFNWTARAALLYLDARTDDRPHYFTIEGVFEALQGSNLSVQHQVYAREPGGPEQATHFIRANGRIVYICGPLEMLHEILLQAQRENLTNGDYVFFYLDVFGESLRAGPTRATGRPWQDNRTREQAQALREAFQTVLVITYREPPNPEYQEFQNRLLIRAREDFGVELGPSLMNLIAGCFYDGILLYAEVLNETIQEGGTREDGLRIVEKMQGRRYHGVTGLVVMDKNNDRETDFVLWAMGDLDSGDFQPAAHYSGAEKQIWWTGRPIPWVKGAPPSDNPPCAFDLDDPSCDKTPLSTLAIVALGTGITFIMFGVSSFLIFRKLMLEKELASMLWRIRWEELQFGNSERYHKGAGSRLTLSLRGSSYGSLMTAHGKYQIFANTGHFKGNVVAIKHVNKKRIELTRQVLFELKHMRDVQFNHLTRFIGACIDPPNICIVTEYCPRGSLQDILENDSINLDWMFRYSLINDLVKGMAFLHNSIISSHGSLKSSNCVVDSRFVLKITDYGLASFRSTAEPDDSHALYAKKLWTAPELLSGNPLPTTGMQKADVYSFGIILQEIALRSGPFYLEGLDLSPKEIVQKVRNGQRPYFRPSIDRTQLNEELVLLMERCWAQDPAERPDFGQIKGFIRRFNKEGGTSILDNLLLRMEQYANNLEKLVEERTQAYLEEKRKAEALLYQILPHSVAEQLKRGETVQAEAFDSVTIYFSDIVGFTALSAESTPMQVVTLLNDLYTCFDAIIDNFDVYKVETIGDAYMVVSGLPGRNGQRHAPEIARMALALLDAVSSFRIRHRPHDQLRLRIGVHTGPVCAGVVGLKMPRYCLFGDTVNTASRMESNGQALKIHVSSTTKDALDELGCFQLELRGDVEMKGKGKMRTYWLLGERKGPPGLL
TCR CD3 inh: blocks the human TCR-CD3 interaction | TAMRA-labeled TCR probe fluorescence, biochemical | inhibition, % at 9.4 µM | 0.37% of 360,000 active; in the data active means inhibition above about 19%;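 further: recombinant mutant TCR 2C K166C tagged with TAMRA read by polarization; 0% = receptor in buffer alone and 100% = receptor with positive control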
SIAE primary: human SIAE inhibition, primary screen; Q9HAT2; SIAE FP-Rh probe binding, fluorescence polarization; inhibition, % at 9.66 µM; 0.69% of 370,000 active; AID 1053197;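 active means inhibition above a cutoff: mean of compounds within the control limits plus 3 SD of those, cut at about 17% in these data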;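 further: 0% = plate median of compound wells and 100% = probe without SIAE protein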
TDP2 inh: blocks human TDP2 phosphodiesterase activity; O95551; recombinant TDP2, T5PNP hydrolysis, p-nitrophenol absorbance 415 nm; inhibition, % at 12.8 µM; 0.34% of 370,000 active;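 active means inhibition above the mean of all tested compounds plus 3 SD, set per campaign, cut at about 25% in these data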;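 further: 0% = DMSO with enzyme and 100% = buffer with substrate but no TDP2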
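Assay system: Recombinant human TDP2 | Quantity: 120 nM TDP2 per well | Incubation: 2 h at 37 °C | Signal: Epi absorbance | Evaluation: Percent inhibition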
Numbers without * were called inactive; · = no result given.

| canonical_smiles | HTRA1 inhibitor | mABHD4 FP | LEDGF integ inh | rCAG binder | MBD2 DNA inh | PRMT1 inh | GC-B act | TCR CD3 inh | SIAE primary | TDP2 inh |
| --- | --- | --- | --- | --- | --- | --- | --- | --- | --- | --- |
| COCc1cc(N2CCNC[C@@H]2C)ccc1N1CCS(=O)(=O)CC1 | · | 3.6 | 3.3 | 2.6 | 5.7 | 2.6 | 2.2 | 0.9 | 4.5 | 0.0 |
| CC(C)(C)NC(=O)C(=O)N/N=C/c1cccs1 | 6.3 | 9.8 | 3.3 | 1.8 | -12.2 | -1.4 | -2.7 | 7.1 | -0.5 | 3.6 |
| O=C(NCCN1CCCCC1)Nc1cccc(C(F)(F)F)c1 | -0.6 | -6.1 | -1.3 | -3.0 | 2.4 | -0.1 | 0.7 | 8.2 | 4.3 | -16.6 |
| COc1cccc(CNC(=O)CCS(=O)(=O)c2cccs2)c1 | 1.7 | 1.8 | 0.9 | -1.8 | 4.2 | 0.1 | 0.8 | -1.4 | -1.1 | 2.8 |
| O=C1c2cccc3c(Cl)ccc(c23)C(=O)N1O | 2.5 | 21.6 | -0.4 | -1.5 | -11.2 | -0.3 | -9.2 | -3.9 | -0.7 | 8.9 |
| CCCCNc1cc(=O)n(C)c(=O)[nH]1 | 6.8 | -0.7 | -0.8 | 2.0 | -6.0 | 0.5 | 1.7 | 9.5 | 0.5 | 1.5 |
| COc1cc2c(cc1OC)C(=Cc1ccc(N(C)C)cc1)C=C2 | 21.0 | 9.3 | 1.2 | 9.2 | -2.1 | -2.2 | -5.8 | -2.3 | 1.1 | 4.1 |
| Cc1cccc(NC2=NC3(CCCCC3)N=C(N)N2)c1C | 2.7 | -10.3 | -2.0 | 3.7 | 0.9 | 3.1 | 3.7 | -4.2 | -1.2 | -5.3 |
| COc1ccccc1N1CCN(Cc2cc(OC)c3c(c2)OCO3)CC1 | 2.7 | -6.3 | 4.9 | -0.4 | -3.3 | 1.7 | 0.0 | -10.7 | 2.5 | -18.0 |
| CC1(C(=O)NS(=O)(=O)C2CC2)CCCN(C(=O)c2ccc(F)c(Cl)c2)C1 (stereo unspecified) | · | -6.6 | -1.0 | 3.3 | -1.9 | -0.3 | -5.3 | -1.8 | 0.8 | -8.6 |
| NC(=O)C1CCCN(C(=O)CCCNC(=O)c2ccc(Cl)cc2)C1 (stereo unspecified) | -28.8 | -2.5 | -0.6 | -1.0 | 3.5 | -0.8 | -0.6 | 3.8 | 1.7 | 30.5* |
| O=C(NC1(C(F)(F)F)NC(=O)N(C2CCCC2)C1=O)C1CC1 (stereo unspecified) | -4.8 | 0.8 | 0.4 | 2.7 | 3.1 | 1.4 | -6.5 | 0.5 | 2.0 | 1.3 |
| Cc1ccc2[nH]c(=O)c(N3CCOCC3)c(-c3ccccc3)c2c1 | 1.9 | 8.7 | -2.9 | -5.5 | -0.7 | 1.1 | -8.4 | 0.7 | -0.8 | 1.6 |
| CCOc1cc(/C=N\NC(=O)CC(=O)NCCc2ccccc2)ccc1O | 1.4 | -14.5 | -3.9 | 1.5 | 8.8 | 7.0 | -1.7 | 1.6 | 1.2 | 5.1 |
| CC(C)C(CCNC1CCN(C)CC1)c1ccc(Cl)cc1 (stereo unspecified) | 18.5 | 21.6 | -0.7 | 5.0 | -1.4 | -6.4 | -11.1 | -4.9 | 3.6 | 23.6 |
| O=C(COS(=O)c1ccccc1)Nc1cc(Cl)ccc1N1CCOCC1 (stereo unspecified) | -3.9 | -9.1 | -7.3 | -3.8 | 6.9 | 1.1 | -14.7 | -0.1 | -13.2 | -15.4 |
| CCC(C)Sc1nc2c(cnn2-c2ccccc2)c(=O)[nH]1 (stereo unspecified) | -11.2 | -0.4 | -3.2 | 8.3 | -2.3 | 3.1 | -0.2 | 0.2 | 0.2 | -11.8 |
| CCC(C)(C(=O)NC1CCCC1)N(Cc1cccs1)C(=O)c1ccc2c(c1)OCO2 (stereo unspecified) | -4.8 | -1.4 | 0.1 | -9.2 | 0.9 | -1.9 | -13.1 | 0.5 | -6.7 | 1.7 |
| O=C(NNC1CC(=O)N(c2ccc3c(c2)OCCO3)C1=O)c1ccc(Cl)cc1 (stereo unspecified) | 4.1 | 4.8 | -2.1 | 13.2 | 0.0 | 56.1* | -1.8 | 0.3 | 0.9 | -3.6 |
| CCCCc1c(C)[nH]c(C(=O)OCC)c1C | 4.3 | -3.4 | -5.2 | -5.9 | -2.0 | 3.2 | 3.6 | 3.9 | -4.7 | -8.6 |
| Cc1cccc(N2NC(=O)/C(=C/c3ccc(-c4ccc(Cl)c(C(=O)O)c4)o3)C2=O)c1 | 14.5 | 15.7 | 5.3 | 20.0 | 6.0 | 5.7 | -8.3 | 6.6 | 5.2 | -9.4 |
| Cc1ccc(C)n1-c1c(C(=O)NN)cnn1-c1ccccc1 | -9.8 | -2.5 | -1.8 | -0.2 | -0.3 | -5.8 | -3.3 | 3.7 | 10.8 | -4.7 |
| COc1ccc(C2N(c3ccccc3)C(=O)C2(F)F)cc1OC (stereo unspecified) | 0.6 | -5.8 | 0.6 | -9.2 | 2.2 | -0.9 | -1.0 | 4.8 | -2.3 | 5.2 |
| C[C@@H]1CN([C@@H](C)CO)C(=O)c2cccc(NS(C)(=O)=O)c2O[C@H]1CN(C)CC1CCCCC1 | 0.8 | -0.8 | 1.7 | 1.3 | -3.2 | -0.5 | 2.5 | 3.1 | 6.5 | 2.0 |
| Cc1ccc(NCC(O)Cn2cnc3c2c(=O)n(C)c(=O)n3C)cc1 (stereo unspecified) | -1.1 | 2.1 | 2.7 | -4.2 | 1.2 | 0.5 | 1.9 | 2.4 | 0.0 | -5.3 |
| Cn1cnc2nc[nH]c2c1=O | 5.1 | 4.3 | 4.6 | 0.7 | -3.2 | -5.3 | -9.9 | 0.1 | 1.6 | 4.9 |
| COC(=O)c1cc(NS(=O)(=O)c2ccc(NCc3cccnc3)c([N+](=O)[O-])c2)cc(C(=O)OC)c1 | -1.9 | 2.4 | -0.5 | 7.3 | -1.1 | -0.8 | -6.2 | 0.5 | -2.9 | -15.4 |
| C=C1CCN([C@H](C(=O)NCc2ccc(Cl)cc2)C(C)C)S(=O)(=O)c2ccccc21 | -12.4 | -5.5 | -3.0 | -2.8 | -1.8 | -0.8 | -7.6 | 0.7 | 7.6 | 5.4 |
| CC1(C)Cc2nc(-c3ccccc3)nc(NNC(=O)c3ccco3)c2CO1 | 1.5 | -1.0 | -3.1 | -1.9 | 4.0 | 1.7 | -6.0 | 3.0 | 2.8 | 7.3 |
| O=C(Nc1ccc(S(=O)(=O)NC2CCCCC2)cc1)c1ccc(Br)o1 | -37.2 | -14.1 | -5.0 | 0.3 | 5.3 | 4.6 | -3.1 | 7.1 | -5.0 | -5.2 |
| Cc1ccc(C)c(OCc2cc(C(=O)N(C)Cc3ccccn3)no2)c1 | -17.9 | 0.4 | 1.1 | 1.5 | 0.9 | -0.6 | -0.2 | 2.7 | 1.9 | 19.3 |
| Cn1c(C(=O)NCCN2CCOCC2)cc2c(=O)n(C)c3ccccc3c21 | -0.6 | 5.9 | -3.7 | 4.0 | 2.7 | 6.8 | 0.1 | -4.3 | 3.6 | 4.2 |
| COc1cccc(C(=O)/C=C/c2ccc(OCC#N)c(OC)c2)c1 | -2.4 | -15.6 | -0.3 | -2.2 | 7.6 | 6.2 | -6.6 | -7.5 | -3.7 | 3.3 |
| O=C(O)CSc1nc2c(cnn2-c2ccccc2)c(=O)n1-c1ccc(Br)cc1 | 3.5 | -7.8 | -0.4 | 5.1 | -3.6 | -0.5 | 7.2 | 3.6 | 0.1 | 14.8 |
| Cc1ccc(C(=O)NCCNC(=O)c2ccco2)cc1C | -2.5 | 4.2 | 2.8 | 1.2 | 1.1 | 0.2 | 1.5 | 2.2 | -1.9 | -7.3 |
| CO/N=C\CC(=O)Nc1ccc(Cl)cc1Cl | -6.8 | 0.0 | -1.8 | -3.1 | 4.9 | 0.6 | -0.8 | -10.1 | 1.0 | -1.6 |
| c1ccc(Cn2nnnc2-c2ccco2)cc1 | -3.5 | -1.3 | -2.4 | 2.0 | -2.1 | 1.3 | 6.5 | 11.1 | -1.8 | -7.4 |
| N#CC1=C(N)N(c2ccccc2)C(c2cccc([N+](=O)[O-])c2)C1(C#N)C#N (stereo unspecified) | -30.2 | -2.4 | 1.5 | 5.5 | 3.2 | 1.4 | 3.9 | -0.3 | 5.7 | 1.0 |
| CC1=NN(c2ccc(S(=O)(=O)O)cc2C)C(=O)C1 | 2.1 | 1.9 | 0.8 | 1.5 | -6.1 | 9.4 | 0.5 | -2.4 | 19.6* | 33.9* |
| CCCCNC(=S)NNC(=O)c1ccco1 | -5.5 | 3.1 | -1.5 | 4.9 | -4.3 | 2.1 | 3.3 | -2.4 | 5.9 | -9.1 |
| Clc1ccc2nc(COc3ccccc3)[nH]c2c1 | -10.8 | -7.7 | 1.2 | -2.3 | 0.0 | 1.0 | -16.2 | -2.3 | -4.8 | -5.2 |
| O=C1NN(c2cccc(Br)c2)C(=O)/C1=C\c1ccccc1 | -4.3 | 37.2* | -1.9 | 77.5* | 1.5 | 14.8 | 6.6 | -0.2 | 6.5 | 2.3 |
| CN(Cc1ccccc1)c1ccc(C(CC(N)=O)NC(=O)Cc2cccc3ccccc23)cc1[N+](=O)[O-] (stereo unspecified) | -4.6 | 3.1 | -1.1 | 16.4 | 4.0 | 2.8 | 5.2 | -1.6 | 0.6 | -5.8 |
| Cc1ccc(Nc2nc(-c3ccc(O)c(O)c3)cs2)nc1 | · | 41.7* | 2.4 | 28.0 | -0.2 | 5.5 | -4.8 | 12.8 | 12.6 | -11.5 |
| CCCCC1CCC(C(=O)N(CC(C)C)c2c(N)n(Cc3ccccc3)c(=O)[nH]c2=O)CC1 (stereo unspecified) | · | 2.0 | -1.9 | 2.9 | 0.4 | 1.0 | 6.5 | 5.8 | 0.3 | 8.5 |
| CC(C)CC(NC(=O)C(NC(=O)OC(C)(C)C)C(C)C)C(N)=O (stereo unspecified) | 1.3 | -5.5 | 0.9 | -3.7 | 1.3 | 0.4 | -1.8 | -4.9 | -2.4 | -2.2 |
| COc1ccc(-c2nc3nc(C)c(Cc4ccccc4)c(=O)n3[nH]2)cc1 | -3.4 | 0.7 | -3.6 | 12.4 | 0.4 | 0.8 | -4.5 | 5.9 | -10.2 | -3.3 |
| Clc1ccc(Cn2cc(Br)cn2)cc1Cl | -13.7 | -6.1 | 3.4 | -4.4 | -1.8 | 3.1 | -13.0 | 1.6 | -3.3 | -2.4 |
| CCN(CC(=O)NC(C)C)Cc1nc2c(Br)cc(Br)cc2c(=O)[nH]1 | -13.4 | -1.0 | 2.4 | 9.7 | -4.6 | -3.8 | 10.6 | 1.1 | -13.4 | 20.5 |

Ordered by length of the SMILES (ascending): three of the compounds above
| canonical_smiles | HTRA1 inhibitor | mABHD4 FP | LEDGF integ inh | rCAG binder | MBD2 DNA inh | PRMT1 inh | GC-B act | TCR CD3 inh | SIAE primary | TDP2 inh |
| --- | --- | --- | --- | --- | --- | --- | --- | --- | --- | --- |
| O=C1c2cccc3c(Cl)ccc(c23)C(=O)N1O | 2.5 | 21.6 | -0.4 | -1.5 | -11.2 | -0.3 | -9.2 | -3.9 | -0.7 | 8.9 |
| COc1cccc(C(=O)/C=C/c2ccc(OCC#N)c(OC)c2)c1 | -2.4 | -15.6 | -0.3 | -2.2 | 7.6 | 6.2 | -6.6 | -7.5 | -3.7 | 3.3 |
| O=C(O)CSc1nc2c(cnn2-c2ccccc2)c(=O)n1-c1ccc(Br)cc1 | 3.5 | -7.8 | -0.4 | 5.1 | -3.6 | -0.5 | 7.2 | 3.6 | 0.1 | 14.8 |

Screening data (PubChem BioAssay)

The list is partial; rates above refer to the full screens.
